VP16 counter – inhibits Gal4-VP16 luciferase reporter, ROR gamma counter-screen; 310,000 tested, 3.5% active; Potency, µM (highest dose often 53.6 µM), for inactives: top-dose activity, negative = inhibition, usual class: inhibitors; Drosophila S2 Gal4-VP16 UAS-luciferase, luminescence, 20 h;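 note: Gal4-VP16 expression switched on by copper sulfate through the metallothionein promoter; potency is the fitted concentration of half-maximal effect; % is set by controls: 0 for no effect and ±100 for the full control effect; nearly all actives have a fitted effect of over 50% in size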
FLuc modulator – firefly luciferase modulation, counter-screen for miR-21 project | purified FLuc, Km substrates, luminescence inhibition | 360,000 tested, 6.9% active | AID 588342 | P08659 | Potency, µM (series often up to 57.5 µM), for inactives: top-dose activity change, negative = inhibition, most hits filed as inhibitors;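 note: potency is the fitted concentration of half-maximal effect; plate controls were vehicle for no effect and reference inhibitor for full effect; nearly all actives have a fitted effect of over 55% in size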
Target sequence (P08659 whole entry, looked up): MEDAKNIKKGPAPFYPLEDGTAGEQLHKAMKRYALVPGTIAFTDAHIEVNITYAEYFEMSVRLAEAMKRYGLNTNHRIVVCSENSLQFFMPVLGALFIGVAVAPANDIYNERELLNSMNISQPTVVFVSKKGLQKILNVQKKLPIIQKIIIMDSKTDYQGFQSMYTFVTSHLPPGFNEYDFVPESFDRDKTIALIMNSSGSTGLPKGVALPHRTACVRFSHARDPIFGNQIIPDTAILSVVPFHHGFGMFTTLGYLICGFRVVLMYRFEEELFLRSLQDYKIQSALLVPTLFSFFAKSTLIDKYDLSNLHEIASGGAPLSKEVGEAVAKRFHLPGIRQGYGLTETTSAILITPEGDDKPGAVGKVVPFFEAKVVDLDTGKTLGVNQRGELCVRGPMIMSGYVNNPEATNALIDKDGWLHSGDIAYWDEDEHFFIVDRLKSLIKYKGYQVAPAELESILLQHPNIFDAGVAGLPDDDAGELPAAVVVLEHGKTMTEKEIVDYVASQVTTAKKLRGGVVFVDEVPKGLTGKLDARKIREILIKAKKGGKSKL
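Biochemical qHTS of compounds, final roughly 60 µM downward over six points, against 10 nM purified firefly luciferase using Km concentrations of substrates (10 uM D-luciferin, 10 uM ATP) in Tris acetate pH 7.5 buffer; luminescence output.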
Menin MLL FP TR – menin-MLL binding inhibition, Texas Red mutant peptide | 270,000 tested, 0.23% active | AID 1768 | Potency, µM (doses to about 61.6 µM), inactives show at the highest dose FP activity change, negative = inhibition, usual class: inhibitors | Menin + Texas Red MLL mutant peptide, fluorescence polarization; active = well fitted inhibition curve with a large enough effect in the polarisation, with a control signal flat, not every such curve was filed as active; inconclusive = small, poorly fitted or top-dose-only effect, or effect the other way, or a change in a side signal; inactive = no such curve, though single readings can be large or run the other way; the % refers to the polarisation; note: potency is the fitted concentration of half-maximal effect; % of control where 0% means no effect; many of its hits are not listed in these tables
Giardia killer – Giardia lamblia killing; Giardia lamblia trophozoite viability; activity change, % at 7.66 µM, hits read low; 340,000 tested, 0.15% active; in the data active = activity change below about -80%; inconclusive = between about -30% and that limit;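 note: parasites exposed to compound for two days anaerobically before the ATP read; % is set by controls: 0 for no effect and ±100 for the full control effect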
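Anaerobic 48 hrs incubation at 37 deg C of 100 trophozoites/well with test compounds; ATPLite 1-Step luminescence, 15-30 min RT, reports cellular ATP as viability.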
PKM2 activator – increases activity of human pyruvate kinase M2; P14618; purified PKM2, Kinase-Glo ATP luminescence, activation; response scale: 0% is enzyme alone, no compound; Potency, µM (top dose mostly 57.5 µM), inactives show at the highest dose activation, hits mostly activators; 260,000 tested, 0.34% active; note: potency is the fitted concentration of half-maximal effect; % is set by controls: 0 for no effect and ±100 for the full control effect; nearly all actives have a fitted effect of over 55% in size
Target sequence (P14618 whole entry, looked up): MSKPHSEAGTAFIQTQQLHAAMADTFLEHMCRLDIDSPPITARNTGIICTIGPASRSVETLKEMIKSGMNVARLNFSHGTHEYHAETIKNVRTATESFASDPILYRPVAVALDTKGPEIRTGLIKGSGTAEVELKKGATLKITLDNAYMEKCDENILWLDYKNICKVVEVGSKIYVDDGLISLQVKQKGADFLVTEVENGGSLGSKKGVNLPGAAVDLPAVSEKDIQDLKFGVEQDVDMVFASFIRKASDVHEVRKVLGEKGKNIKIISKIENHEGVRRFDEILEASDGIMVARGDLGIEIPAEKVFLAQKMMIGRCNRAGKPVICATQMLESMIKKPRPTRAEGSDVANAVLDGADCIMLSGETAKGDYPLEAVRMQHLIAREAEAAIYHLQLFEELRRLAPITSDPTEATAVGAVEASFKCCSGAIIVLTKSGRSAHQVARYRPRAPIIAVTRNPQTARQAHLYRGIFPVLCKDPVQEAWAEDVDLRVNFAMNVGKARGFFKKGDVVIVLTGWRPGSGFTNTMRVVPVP
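hPK-M2, >95% pure; 0.1 mM ADP / 0.5 mM PEP final; imidazole pH7.2 buffer w/ 7 mM MgCl2, 50 mM KCl; 1 h RT; Kinase-Glo lum. Intermediate enzyme activity for dual inhibitor/activator qHTS.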
NPC1 promoter act – activators of NPC1 promoter | Huh7 NPC1 promoter luciferase reporter, 24 h | 320,000 tested, 2.4% active | Potency, µM (highest dose often 9.22 µM), without a hit: top-dose activation, most hits filed as activators;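 note: potency is the fitted concentration of half-maximal effect; % of control where 0% means no effect; nearly all actives have a fitted effect of over 60% in size; reporter is driven by a mutant NPC1 promoter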
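Huh7 cells stably carrying NPC1 promoter–luciferase, plated in Opti-MEM with 10% FBS for 2 h, were exposed to compound in DMSO for 24 h at 37 °C; luciferase reagent was added for 10 min and luminescence read.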
p53 reactivation – restores transcriptional activity of mutant p53 | H1299 p53-A138V BP100-luciferase reporter, luminescence, 24 h | Potency, µM (highest dose often 92.2 µM), without a hit: at the top dose activity change, positive = activation, hits mostly activators | 320,000 tested, 0.063% active; note: potency is the fitted concentration of half-maximal effect; % of control where 0% means no effect; nearly all actives have a fitted effect of over 45% in size
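H1299 (p53-null), stable ts p53-A138V + BP100-Luc; 1000 cells/well, Opti-MEM/10% FBS; cpd 4 pt, 1:5; 24 h, 37 deg C, 5% CO2; detection reagent 10 min RT; luminescence.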
Rab9 promoter act – Rab9 promoter activation | Huh7 Rab9 promoter-luciferase reporter, luminescence, 24 h | 320,000 tested, 2.8% active | AID 485297 | Potency, µM (series often up to 9.22 µM), for the others: at the top dose activation, negative = inhibition, most hits filed as activators; note: potency is the fitted concentration of half-maximal effect; % of control where 0% means no effect; nearly all actives have a fitted effect of over 60% in size
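Rab9 promoter-driven luciferase in stably transfected Huh7 cells; 1500 cells/well rested 2 h, exposed to compound in DMSO for 24 h at 37 °C, 5% CO2. Luminescence read 10 min after adding luciferase reagent at ambient temperature.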
ELG1 genotoxic – genotoxicity induction in ELG1-luciferase HEK293T cells | HEK293T ELG1-luciferase reporter, luminescence, 16 h | Potency, µM (doses to about 46 µM), inactives show top-dose activity change, positive = activation, actives largely listed as activators | 330,000 tested, 1.3% active; note: potency is the fitted concentration of half-maximal effect; % of control where 0% means no effect; nearly all actives have a fitted effect of over 60% in size
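DMSO vehicle served as control against compound-treated ELG1-luciferase HEK293T cells; exposure lasted 16 hr at 37 °C and 5% CO2, followed by ONE-Glo luminescence detection after 30 min.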
BRCA1 expr act – BRCA1 expression activation; Potency, µM (highest dose often 46.1 µM), for the others: at the top dose activation, most hits filed as activators; MCF7-BRCA1-FFLuc reporter, luminescence, 48 h; response scale: scaled: vehicle 0%, 10 µM genistein 100%; AID 624202; 380,000 tested, 1.1% active; note: potency is the fitted concentration of half-maximal effect; nearly all actives have a fitted effect of over 80% in size; some results filed as inactive show a strong effect at the top dose
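MCF7-BRCA1-FFLuc, 2000 cells/well; 2 h attach, 37 °C/5% CO2; compound 48 h; luciferase substrate 15 min; luminescence end-point. Norm. to genistein 10 microM max activation and DMSO; concentration-response curves fitted.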
RORg inh – inhibitors of mouse ROR gamma transcriptional activity; Drosophila S2 Gal4-RORgamma UAS-luciferase reporter, 20 h; P51450; Potency, µM (doses to about 53.6 µM), inactives show top-dose activity change, negative = inhibition, most hits filed as inhibitors; 310,000 tested, 5.4% active; note: potency is the fitted concentration of half-maximal effect; % is set by controls: 0 for no effect and ±100 for the full control effect; nearly all actives have a fitted effect of over 60% in size
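Compounds are pin-transferred onto Drosophila Schneider cells expressing a copper-inducible Gal4–ROR gamma transactivation domain fusion. After 1 hr, copper sulfate is added to 700 uM final; luciferase is read 20 hr later.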
* = called active by the depositor; & = joins results of further samples; [ ] = remark or other dose. Unless noted, calls come from the whole dose curve; as a rule, active = well fitted curve in the direction sought with a large enough effect; inconclusive = small, poorly fitted or top-dose-only effect, or another doubt; inactive = no such curve, though single readings can be large; an effect the other way counts as inactive or inconclusive.

What do the screens show for `CSc1ccc(Cl)c(C(=O)N(C)CC(=O)Nc2ccc(N3CCOCC3)cc2)c1`?
FLuc modulator: -20%; Giardia killer: 7; NPC1 promoter act: -1%; p53 reactivation: 1%; Rab9 promoter act: 1%; ELG1 genotoxic: -12%; BRCA1 expr act: -18%

Results for Cc1cc(C)c2ccc(C(=O)O)nc2c1O ?
VP16 counter: 12%; FLuc modulator: 2%; Menin MLL FP TR: -2%; Giardia killer: 6; PKM2 activator: -1%; NPC1 promoter act: 0%; p53 reactivation: 9%; Rab9 promoter act: inconclusive; ELG1 genotoxic: -7%; BRCA1 expr act: -28%; RORg inh: -1%

How did CC(=O)NC1CC2CCCC(C1)N2S(=O)(=O)c1cccc(F)c1 (stereo not drawn) do in these assays?
VP16 counter: 6%; FLuc modulator: 0%; Menin MLL FP TR: -7%; Giardia killer: 1; PKM2 activator: -3%; NPC1 promoter act: 4%; p53 reactivation: -9%; Rab9 promoter act: 11%; ELG1 genotoxic: 3%; BRCA1 expr act: -8%; RORg inh: -4%

How did CNC(=S)N1N=C(c2ccccc2)CC1c1ccc(Br)cc1 (stereo not drawn) do in these assays?
VP16 counter: -29%; FLuc modulator: inconclusive; Menin MLL FP TR: -29%; Giardia killer: -3; PKM2 activator: 0%; NPC1 promoter act: -3%; p53 reactivation: 0%; Rab9 promoter act: 2%; ELG1 genotoxic: 0%; BRCA1 expr act: -54%; RORg inh: 11µM*

Results for CCOC(=O)C1CCN(C(=O)Cn2nc(C)n3c(cc4cc(F)ccc43)c2=O)CC1 ?
VP16 counter: -8%; FLuc modulator: 2%&-4%; Menin MLL FP TR: -17%; Giardia killer: 7; PKM2 activator: -7%[0.46 µM]; NPC1 promoter act: 0%; p53 reactivation: -14%; Rab9 promoter act: -11%; ELG1 genotoxic: -3%; BRCA1 expr act: -7%; RORg inh: -2%

Results for COc1ccc(-n2nc3c(c2NC(=O)COc2ccccc2)CS(=O)C3)cc1 (stereo not drawn) ?
VP16 counter: -1%; FLuc modulator: 3%; Giardia killer: 3; PKM2 activator: -1%; NPC1 promoter act: 0%; p53 reactivation: 0%; Rab9 promoter act: -3%; ELG1 genotoxic: 1%; BRCA1 expr act: 6%; RORg inh: -3%

What do the screens show for `CC1CCN(CC(O)COc2ccc(OCC(O)CN3CCC(C)CC3)cc2)CC1` (stereo not drawn)?
VP16 counter: 3%; FLuc modulator: -1%; Menin MLL FP TR: inconclusive; Giardia killer: -7; PKM2 activator: 2%; NPC1 promoter act: -2%; p53 reactivation: 9%; Rab9 promoter act: -3%; ELG1 genotoxic: -1%; BRCA1 expr act: 3%; RORg inh: -17%

What do the screens show for `Cc1nn(CC(=O)O)c(C)c1NC(=O)c1cccs1`?
VP16 counter: 5%; FLuc modulator: 3%; Giardia killer: 15; NPC1 promoter act: -3%; p53 reactivation: -1%; Rab9 promoter act: -3%; ELG1 genotoxic: 1%; BRCA1 expr act: 16%; RORg inh: -7%

Results for Cc1cc(C(=O)Nc2ccc(Br)cc2)c2ccccc2n1 ?
VP16 counter: 16%; FLuc modulator: -8%; Menin MLL FP TR: 6%; Giardia killer: -20; PKM2 activator: 2%; NPC1 promoter act: -1%; p53 reactivation: 8%; Rab9 promoter act: -1%; ELG1 genotoxic: 3%; BRCA1 expr act: -35%; RORg inh: -2%

What do the screens show for `O=C(CSc1nccn(-c2ccc(Br)cc2)c1=O)NCc1ccccc1`?
FLuc modulator: 2%; Giardia killer: 6; NPC1 promoter act: 1%; p53 reactivation: -5%; Rab9 promoter act: 2%; ELG1 genotoxic: 1%; BRCA1 expr act: -27%

Results for NNC(=O)Cn1nc2n(c1=O)-c1ccccc1SC2 ?
VP16 counter: 6%; FLuc modulator: 2%; Giardia killer: 21; PKM2 activator: 2%; NPC1 promoter act: -2%; p53 reactivation: -4%; Rab9 promoter act: 1%; ELG1 genotoxic: 0%; BRCA1 expr act: 3%; RORg inh: 13%

What do the screens show for `Cc1nn(Cc2cccc(F)c2)c(C)c1NC(=O)c1ccc(COc2ccccc2Cl)cc1`?
VP16 counter: inconclusive; FLuc modulator: 4%; Giardia killer: 4; PKM2 activator: 3%; NPC1 promoter act: -3%; p53 reactivation: 2%; Rab9 promoter act: 3%; ELG1 genotoxic: -24%; BRCA1 expr act: -90%[inhibitor]; RORg inh: 29%

What do the screens show for `COc1ccc(-n2c(SCC(=O)O)nc3sc4c(c3c2=O)CCC4)cc1`?
VP16 counter: 9%; FLuc modulator: inconclusive; Menin MLL FP TR: -13%; Giardia killer: 2; PKM2 activator: 3%; NPC1 promoter act: -2%; p53 reactivation: -1%; Rab9 promoter act: -6%; ELG1 genotoxic: -1%; BRCA1 expr act: 0%; RORg inh: 7%

Results for Cc1ccc(C(C#N)c2ccc(C(=O)c3ccc(F)cc3)cc2)cc1 (stereo not drawn) ?
VP16 counter: inconclusive; FLuc modulator: 4%; Menin MLL FP TR: -1%; Giardia killer: 15; PKM2 activator: 8%; NPC1 promoter act: -5%; p53 reactivation: 7%; Rab9 promoter act: -8%; ELG1 genotoxic: 0%; BRCA1 expr act: 0%; RORg inh: -40%

What do the screens show for `Cn1c(=O)[nH]c(NC2CCCCC2)c([N+](=O)[O-])c1=O`?
VP16 counter: 13%; FLuc modulator: 4%; Menin MLL FP TR: 10%; Giardia killer: 32[activator]; PKM2 activator: -2%; NPC1 promoter act: -2%; p53 reactivation: 6%; Rab9 promoter act: -2%; ELG1 genotoxic: 0%; BRCA1 expr act: -8%; RORg inh: 0%

Arranged by formula weight (rising): some entries from above.
What do the screens show for `Cc1nn(CC(=O)O)c(C)c1NC(=O)c1cccs1`?
VP16 counter: 5%; FLuc modulator: 3%; Giardia killer: 15; NPC1 promoter act: -3%; p53 reactivation: -1%; Rab9 promoter act: -3%; ELG1 genotoxic: 1%; BRCA1 expr act: 16%; RORg inh: -7%

What do the screens show for `O=C(CSc1nccn(-c2ccc(Br)cc2)c1=O)NCc1ccccc1`?
FLuc modulator: 2%; Giardia killer: 6; NPC1 promoter act: 1%; p53 reactivation: -5%; Rab9 promoter act: 2%; ELG1 genotoxic: 1%; BRCA1 expr act: -27%

What do the screens show for `CSc1ccc(Cl)c(C(=O)N(C)CC(=O)Nc2ccc(N3CCOCC3)cc2)c1`?
FLuc modulator: -20%; Giardia killer: 7; NPC1 promoter act: -1%; p53 reactivation: 1%; Rab9 promoter act: 1%; ELG1 genotoxic: -12%; BRCA1 expr act: -18%

The list goes on:
What do the screens show for `COc1ccc(NC(=O)c2cccnc2SC)cc1OC`?
VP16 counter: -2%; FLuc modulator: -6%; Menin MLL FP TR: 5%; Giardia killer: 29; PKM2 activator: -9%; NPC1 promoter act: -5%; p53 reactivation: 2%; Rab9 promoter act: -3%; ELG1 genotoxic: 9%; BRCA1 expr act: -13%; RORg inh: -3%

What do the screens show for `COc1ccc(OC)c(/C=C(\NC(=O)c2ccccc2)C(=O)N/N=C/c2ccc(C)s2)c1`?
VP16 counter: inconclusive; FLuc modulator: 3%; Menin MLL FP TR: inconclusive; Giardia killer: -18; PKM2 activator: 3%; NPC1 promoter act: 0%; p53 reactivation: -9%; Rab9 promoter act: -3%; ELG1 genotoxic: 0%; BRCA1 expr act: -49%; RORg inh: inconclusive

How did Cc1ccc(OCc2n[nH]c(=S)n2-c2ccc(C)cc2)cc1 do in these assays?
VP16 counter: -11%; FLuc modulator: -2%; Menin MLL FP TR: 3%; Giardia killer: 2; PKM2 activator: -2%; NPC1 promoter act: -2%; p53 reactivation: 0%; Rab9 promoter act: -1%; ELG1 genotoxic: 1%; BRCA1 expr act: 5%; RORg inh: 0%

How did Cc1ccc(S(=O)(=O)N(C)C)cc1NC(=O)c1cccnc1Oc1ccccc1 do in these assays?
VP16 counter: 5%; FLuc modulator: 5%; Giardia killer: 8; PKM2 activator: -2%; NPC1 promoter act: -7%; p53 reactivation: 0%; Rab9 promoter act: -9%; ELG1 genotoxic: -13%; BRCA1 expr act: -6%; RORg inh: inconclusive

What do the screens show for `COc1ccc(C(=O)Nc2c(Cl)cc(Cl)cc2C(=O)N2CCC(C)CC2)cc1`?
VP16 counter: 0%; FLuc modulator: 1%; Menin MLL FP TR: -3%; Giardia killer: -1; PKM2 activator: 3%; NPC1 promoter act: -13%; p53 reactivation: -2%; Rab9 promoter act: -2%; ELG1 genotoxic: -2%; BRCA1 expr act: -11%; RORg inh: -5%

What do the screens show for `O=C(O)c1ccccc1C1Nc2ccccc2C(=O)N1CCCN1CCOCC1` (stereo not drawn)?
VP16 counter: 2%; FLuc modulator: 6%; Giardia killer: -14; PKM2 activator: -1%; NPC1 promoter act: -1%; p53 reactivation: 8%; Rab9 promoter act: -2%; ELG1 genotoxic: 1%; BRCA1 expr act: 23%; RORg inh: -4%

Screening data (PubChem)

The list is partial (hit frequency here may not be typical).
